# TDP1 cell noCPT: qHTS for Inhibitors of human tyrosyl-DNA phosphodiesterase 1 (TDP1): qHTS in cells in absence of CPT; AID 686978, 2013; 420,000 tested, 15% active; Potency, µM (series often up to 46.2 µM), without a hit: at the top dose activity change, negative = growth inhibition, most hits filed as inhibitors; DT40 Tdp1-/- hTDP1 cells, no CPT, ATP luminescence, 48 h; note: nearly all actives have a fitted effect of over 55% in size
#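 Cells were dispensed at 400 per well, compounds added by pin tool, plates incubated ≥48 hr at 37 °C, then CellTiter-Glo added for 30 min at room temperature before luminescence reading. Line: DT40 Tdp1-/- complemented with hTDP1; camptothecin omitted.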
# GCN5L2 inh: blocks human GCN5L2 histone acetyltransferase. Q92830. GCN5L2 HAT assay, ThioGlo1 CoA-SH fluorescence. Potency, µM (doses to about 58.9 µM), without a hit: top-dose activity change, negative = inhibition, most hits filed as inhibitors. 390,000 tested, 0.21% active. AID 504327
# Target sequence (Q92830 whole entry, looked up): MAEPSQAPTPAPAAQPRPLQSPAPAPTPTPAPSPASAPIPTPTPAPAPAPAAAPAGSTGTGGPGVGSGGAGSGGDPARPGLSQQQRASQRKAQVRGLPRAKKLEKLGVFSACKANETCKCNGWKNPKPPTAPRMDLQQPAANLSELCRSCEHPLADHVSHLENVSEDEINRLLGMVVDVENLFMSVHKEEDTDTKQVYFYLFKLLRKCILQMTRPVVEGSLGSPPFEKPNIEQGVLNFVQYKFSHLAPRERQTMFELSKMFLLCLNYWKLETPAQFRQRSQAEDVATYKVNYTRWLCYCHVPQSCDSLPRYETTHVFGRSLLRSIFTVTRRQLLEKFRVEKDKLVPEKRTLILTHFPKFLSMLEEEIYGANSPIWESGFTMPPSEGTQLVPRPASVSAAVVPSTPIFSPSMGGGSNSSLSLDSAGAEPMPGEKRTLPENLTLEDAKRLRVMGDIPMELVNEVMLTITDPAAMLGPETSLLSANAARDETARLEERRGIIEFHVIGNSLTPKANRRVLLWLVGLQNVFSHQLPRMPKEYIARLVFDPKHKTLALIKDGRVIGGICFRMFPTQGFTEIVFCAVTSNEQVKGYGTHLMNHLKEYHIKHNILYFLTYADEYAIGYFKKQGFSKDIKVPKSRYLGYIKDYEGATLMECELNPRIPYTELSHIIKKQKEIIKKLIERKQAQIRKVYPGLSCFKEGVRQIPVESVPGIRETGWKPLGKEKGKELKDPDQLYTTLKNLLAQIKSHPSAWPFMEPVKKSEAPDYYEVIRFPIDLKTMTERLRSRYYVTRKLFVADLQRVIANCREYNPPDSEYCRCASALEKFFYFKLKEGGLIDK
#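 Enzyme at 20nM final was mixed with library compounds for 15 min at room temperature. Peptide H3(1-25) at 75uM, acetyl-CoA at 70uM and ThioGlo1 at 50uM were then added. Plates were read immediately and after 20 min (Ex340nm/Em540nm).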
# DT40 TDP1 CPT: DT40-hTDP1 cell growth loss with CPT | chicken DT40 Tdp1-/-;hTDP1 cells + 20 nM CPT, ATP luminescence, 48 h | AID 686979 | 420,000 tested, 12% active | Potency, µM (titrated, usually from 46.2 µM), without a hit: top-dose activity change, negative = growth inhibition, usual class: inhibitors; note: nearly all actives have a fitted effect of over 55% in size
#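 Cell growth measured by CellTiter-Glo luminescence after a minimum 48 h, 37 C compound exposure with 20 nM CPT in Tdp1-knockout DT40 cells stably expressing hTDP1, seeded 400/well; qHTS titration format.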
# * hit, by the source's call; u = inconclusive; x = no result given; & = joins results of further samples; [ ] = dose if it differs, or a comment. Calls come from the whole dose curve; as a rule, active = well fitted curve in the direction sought with a large enough effect; inconclusive = small, poorly fitted or top-dose-only effect, or another doubt; inactive = no such curve, though single readings can be large; an effect the other way counts as inactive or inconclusive. % is set by controls: 0 for no effect and ±100 for the full control effect; potency is the fitted concentration of half-maximal effect.
1) CCN(CCN(C)C)C(=O)Cn1ncc2c1-c1cc(C)ccc1OC2
2) Cc1ccccc1-c1cc2nc(NCc3ccc(N(C)C)cc3)n(C)c(=O)c2s1
3) Cc1ccc(CCNC(=O)CCn2nc(-c3ccc(Cl)cc3)ccc2=O)cc1
4) Nc1cc(S(=O)(=O)c2ccc(O)c(N)c2)ccc1O
5) Cc1nc(-c2ccc(S(=O)(=O)N3CCN(c4cc(Cl)ccc4C)CC3)cc2)co1
6) CCC(=O)c1ccc(OCC(=O)Nc2cc(S(=O)(=O)N3CCCCC3)ccc2OC)cc1
7) CC(C)CCn1c(CN2CCN(C(=O)c3ccco3)CC2)nc2c1c(=O)n(C)c(=O)n2C
8) COc1ccc(NC(=O)/C(C#N)=C/c2ccc(Br)o2)cc1
assay / compound	1	2	3	4	5	6	7	8
TDP1 cell noCPT	-3.5%	16.4µM*	23.1µM*	-1.3%	-25.3%	-24.9%	u	-1.7%
GCN5L2 inh	-7.4%	x	0.4%	-17.8%	-2.8%	-6.5%	-7.5%	-6.6%
DT40 TDP1 CPT	12.7%	u	u	-18.7%	-23.1%	-6.0%	1.2%	-17.6%

9) COC(=O)c1c(NC(=O)CSc2nc(-c3ccco3)cc(C(F)(F)F)n2)sc2c1CCCC2
10) Cc1ccc(-c2onc(C)c2C)cc1S(=O)(=O)N1CCc2ccccc21
11) CCc1cccc(NC(=O)CCS(=O)(=O)c2ccc3nc(C)sc3c2)c1
12) Cc1cc(-c2nnc3sc(-c4ccc(Cl)cc4Cl)nn23)n[nH]1
13) COc1cc(C(=S)N2CCOCC2)ccc1OC(=O)c1cc(OC)c(OC)c(OC)c1
14) Cc1cc(NC(=O)c2ccc(F)cc2)n(-c2ccccn2)n1
15) CC(=O)c1[nH]c(C)c(C(=O)NCCc2ccc(C)cc2)c1C
16) CCCCSCc1[nH]c(=O)[nH]c1C(=O)CCCCC(=O)OCC
assay / compound	9	10	11	12	13	14	15	16
TDP1 cell noCPT	u	23.1µM*	u	u	-13.1%	u	u	-16.8%
GCN5L2 inh	1.5%	-3.7%	-3.0%	-14.4%	0.0%	-13.0%	-12.2%	-2.6%
DT40 TDP1 CPT	-10.8%	13µM*	u	u	-29.6%	u	-18.7%	-7.8%

17) COCc1nnc(SCC(=O)NC(C)c2ccccc2)n1-c1ccccc1 (stereo not given)
18) CCCCN(Cc1cc2cccc(C)c2[nH]c1=O)S(C)(=O)=O
19) O=C(NC1CCCCC1)C(Cc1ccccc1)NS(=O)(=O)c1cccs1 (stereo not given)
20) CCCc1cc(C(=O)OC)c(NC(=O)CCCC(=O)O)s1
21) CN(C)CCCNc1nccc(N2CCN(C)CC2)n1
22) O=C(O)c1ccccc1NCN1C(=O)C2CC=C(Cl)CC2C1=O (stereo not given)
23) CCOC(=O)CSc1nnc(SCCN2C(=O)c3ccccc3C2=O)s1
24) CCOC(=O)C1CCN(C(=O)NC23CC4CC(CC(C4)C2)C3)CC1
assay / compound	17	18	19	20	21	22	23	24
TDP1 cell noCPT	-6.2%	17.9%	-6.4%	-19.8%	-13.3%	u	-10.7%	-15.1%
GCN5L2 inh	0.4%	-5.8%	-7.5%[0.501 µM]	-1.8%	x	-2.3%	-7.3%	-0.6%
DT40 TDP1 CPT	7.4%	-18.7%	-13.1%	-8.6%	-25.7%	u	-14.9%	-19.5%

25) O=C(Nc1nnc(CC2=CCCCC2)s1)Nc1ccccc1F
26) Cc1ccc(Nc2nc(-c3ccc(S(=O)(=O)N4CCCC4)cc3)cs2)cc1C
27) CC1(C)Cc2cccc(OCC(=O)Nc3ccccc3N3CCOCC3)c2O1
28) C/C(Cl)=C\Cn1c(Nc2ccccc2)nc2c1c(=O)n(C)c(=O)n2C
29) COc1ccc(N2CCN(C(=O)Cn3nnc(-c4ccc(N(C)C)cc4)n3)CC2)cc1
30) Cc1ccc([N+](=O)[O-])cc1S(=O)(=O)NCCc1c(C)[nH]c2c(C)cccc12
31) Cc1ccc(N2C(=O)c3n[nH]c(C)c3C2c2cccnc2)cc1 (stereo not given)
32) CC(=O)Nc1ccc(C(=O)N/C(=C/c2ccccc2)C(=O)N2CCCCC2)cc1
assay / compound	25	26	27	28	29	30	31	32
TDP1 cell noCPT	u	20.6µM*	u	u	-12.6%	u	4.0%	-2.2%
GCN5L2 inh	3.0%	-28.4%	-8.2%	-7.1%	-5.7%	1.1%	2.4%	-1.6%
DT40 TDP1 CPT	u	u	u	11.2µM*	18.6%	u	0.8%	-2.7%

33) NS(=O)(=O)c1ccc(CNC(=O)c2cc(S(=O)(=O)N3CCOCC3)c(Cl)cc2Cl)cc1
34) Cc1ccc(N2CC(C(=O)Nc3nnc(C)s3)CC2=O)cc1 (stereo not given)
35) COc1ccc(SCCN2CC[C@@H](O)CCC2=O)cc1
36) OCC1(CCCc2ccccc2)CCN(Cc2ccc(F)cc2)CC1
37) CN(CCCC(=O)Nc1nccs1)S(=O)(=O)c1ccc(Cl)cc1
38) COc1ccc(NS(=O)(=O)c2cc(NC(=O)CNC(=O)c3cccc(OC)c3)ccc2C)cc1
39) COc1ccc(CCN2CC(C(=O)OCC(=O)Nc3c(C)nn(-c4ccccc4)c3C)CC2=O)cc1OC (stereo not given)
40) O[C@@H]1CN(Cc2cccs2)[C@@H](c2ccccc2)C[C@H]1n1cc(C2CC2)nn1
assay / compound	33	34	35	36	37	38	39	40
TDP1 cell noCPT	-13.5%	-0.9%	-19.5%&2.3%	u	u	13.0%	-8.0%	-2.6%
GCN5L2 inh	-1.6%	1.6%	-1.5%	-11.2%	-6.2%	-5.3%	-16.9%	x
DT40 TDP1 CPT	0.6%	-13.6%	u	u	u	-4.0%	-28.5%	2.5%

41) CCCN1CNc2c(c(=O)[nH]c(=S)n2CCc2cccc(OC)c2OC)C1
42) CNC(=O)C1CCC(=O)N1Cc1c[nH]c2ccccc12 (stereo not given)
43) Cc1ccccc1NC(=O)C1(NC(=O)c2cccc(N3C(=O)CSC3c3ccccc3)c2)CCCCC1 (stereo not given)
44) Cc1cc(C)c(NC(=O)CSC2=Nc3ccccc3C3=NC(CC(=O)NCc4cccs4)C(=O)N23)c(C)c1 (stereo not given)
45) CC(C)(C)c1ccc(OCCC(=O)NNC(=O)c2ccncc2)cc1
46) Cc1cc(C)c2nc(SCC(=O)NNC(=O)c3ccco3)c(C)cc2c1
47) CCC(C)NC(=O)CSc1nc2ccccc2c(=O)n1CCCC(=O)NCC1CCCO1 (stereo not given)
48) COc1cc(CCNC(=O)CCCn2c(=O)c3cccn3c3cccnc32)cc(OC)c1OC
assay / compound	41	42	43	44	45	46	47	48
TDP1 cell noCPT	-29.0%	9.9%	-20.5%	u	9.6%	u	-12.3%	-26.0%
GCN5L2 inh	x	x	-10.2%	-4.8%	-4.0%	8.2%	-3.6%	-2.5%
DT40 TDP1 CPT	-14.6%	5.8%	u	u	1.8%	-1.8%	-7.3%	u

49) Cc1ccc(C)c(S(=O)(=O)N2CCN(C(=O)CSc3ccccc3)CC2)c1
50) C/C(=N\NC(=O)c1ccc(F)cc1)c1ccccn1
51) CC(Oc1ccc2c3c(c(=O)oc2c1)CCCC3)C(=O)NCc1ccccn1 (stereo not given)
52) COc1ccc(-c2nc3n(c2C)Cc2ccccc2-3)cc1
53) CCOc1ccc(NS(=O)(=O)c2ccc(NS(=O)(=O)c3ccccc3)cc2)cc1
54) CCn1c(-c2cc(Cl)ccc2OC)n[nH]c1=S
55) CN1CCN(C(=O)c2ccccc2-c2ccccc2C(=O)O)CC1
56) CC(OC(=O)Cn1[nH]c(=O)c2ccccc2c1=O)C(=O)Nc1ccc(F)cc1Cl (stereo not given)
assay / compound	49	50	51	52	53	54	55	56
TDP1 cell noCPT	-24.1%	1.03µM*	-27.9%	u	-12.9%	-1.8%	-0.5%	-9.7%
GCN5L2 inh	-1.0%	-3.3%	-3.3%	-5.7%	-5.9%[0.501 µM]	2.5%	-2.9%	-0.8%
DT40 TDP1 CPT	-26.7%	0.92µM*	-5.1%	-28.4%	-26.0%	-5.2%	2.4%	-1.5%

# As a short view, 10 of the compounds above:
45) CC(C)(C)c1ccc(OCCC(=O)NNC(=O)c2ccncc2)cc1
46) Cc1cc(C)c2nc(SCC(=O)NNC(=O)c3ccco3)c(C)cc2c1
47) CCC(C)NC(=O)CSc1nc2ccccc2c(=O)n1CCCC(=O)NCC1CCCO1 (stereo not given)
48) COc1cc(CCNC(=O)CCCn2c(=O)c3cccn3c3cccnc32)cc(OC)c1OC
49) Cc1ccc(C)c(S(=O)(=O)N2CCN(C(=O)CSc3ccccc3)CC2)c1
50) C/C(=N\NC(=O)c1ccc(F)cc1)c1ccccn1
51) CC(Oc1ccc2c3c(c(=O)oc2c1)CCCC3)C(=O)NCc1ccccn1 (stereo not given)
52) COc1ccc(-c2nc3n(c2C)Cc2ccccc2-3)cc1
53) CCOc1ccc(NS(=O)(=O)c2ccc(NS(=O)(=O)c3ccccc3)cc2)cc1
54) CCn1c(-c2cc(Cl)ccc2OC)n[nH]c1=S
assay / compound	45	46	47	48	49	50	51	52	53	54
TDP1 cell noCPT	9.6%	u	-12.3%	-26.0%	-24.1%	1.03µM*	-27.9%	u	-12.9%	-1.8%
GCN5L2 inh	-4.0%	8.2%	-3.6%	-2.5%	-1.0%	-3.3%	-3.3%	-5.7%	-5.9%[0.501 µM]	2.5%
DT40 TDP1 CPT	1.8%	-1.8%	-7.3%	u	-26.7%	0.92µM*	-5.1%	-28.4%	-26.0%	-5.2%

# (list continues)
57) CC(CCc1ccccc1)NC(=O)C(=O)NCCO (stereo not given)
58) O=C(c1ccc(Oc2ccc(Cl)cc2)c([N+](=O)[O-])c1)N1CCCC1
59) Nc1nc(CSCCO)nc(Nc2ccc(F)cc2)n1
60) O=C1NC(NS(=O)(=O)c2ccccc2)(C(F)(F)F)C(=O)N1CCc1ccccc1 (stereo not given)
61) COc1ccc(S(=O)(=O)NCCNC(=O)N2CCOCC2)cc1
62) COc1ccc(N2CCN(C(=O)C3CCCN(S(=O)(=O)c4c(C)noc4C)C3)CC2)cc1 (stereo not given)
63) CSc1nc(N2CCOCC2)c2c3c(sc2n1)CCC3
64) CCc1ccc(CC)c(S(=O)(=O)Nc2ccc(O)c(C(=O)O)c2)c1
assay / compound	57	58	59	60	61	62	63	64
TDP1 cell noCPT	-4.2%	14.6µM*	-7.3%	u	9.5%	u	u	-2.1%
GCN5L2 inh	17.4%	29.9%	-2.9%	-3.3%&5.4%	1.8%	-2.1%	-8.7%	-0.3%
DT40 TDP1 CPT	5.5%	13µM*	-1.5%	5.6%&-13.8%	3.5%	u	-12.2%	-21.3%

65) O=C1S/C(=C\C=C\c2ccco2)C(=O)N1c1ccc(O)cc1
66) Cc1cc(Cl)ccc1OCC(=O)N/N=C1\CCCc2ccccc21
67) COc1cc(NC(=O)C2CC(=O)N(CCc3ccccc3)C2)cc(OC)c1 (stereo not given)
68) CC(C)(C)c1ccccc1OCC(O)CN1CCN(c2ccccn2)CC1 (stereo not given)
69) COc1ccc(F)cc1-c1cc(C(=O)N2CCc3ccccc3C2)[nH]n1
70) CCOC(=O)N1CCC(C(=O)NNC(=O)c2ccc(Cl)cc2Cl)CC1
71) CCOC(=O)CC(=O)CSc1nc2c(cc1C#N)CCCCC2
72) COc1ccc(NC(=O)Cc2ccccc2F)cn1
assay / compound	65	66	67	68	69	70	71	72
TDP1 cell noCPT	u	u	u	u	u	28.1%	-3.0%	-20.6%
GCN5L2 inh	-4.7%	-1.8%	-3.7%	-5.6%	x	-20.2%	-8.7%	-0.2%
DT40 TDP1 CPT	18.4µM*	-18.4%	u	16.4µM*	u	-3.1%	2.9%	2.5%

73) COc1nnc(-c2ccc(N3CCOCC3)c(NC(=O)c3ccco3)c2)c2ccccc12
74) CCc1cnccc1CCC(=O)Nc1ccccc1C
75) Cc1ccc(NC(=O)[C@@H]2CCCN2S(=O)(=O)c2ccccc2F)cc1
76) Cc1nc2c(-c3ccccc3)c(C)nn2c(C)c1CCC(=O)NCCc1ccccc1
77) COc1cccc(CN(C)CC(=O)NCc2ccc(F)cc2)c1OC
assay / compound	73	74	75	76	77
TDP1 cell noCPT	25.9µM*	-0.3%	u	u	-29.3%
GCN5L2 inh	-1.4%	x	-12.7%	-6.6%	u
DT40 TDP1 CPT	u	0.1%	3.5%	u	-23.2%

# Compound activity (PubChem BioAssay)
